# High-throughput results: PubChem, several laboratories
# GAA850 FXN act: activators of GAA850 frataxin (FXN) promoter | HEK293 lucGAA850 FXN promoter luciferase reporter, 24 h; percent of 10 µM SAHA response | activation, % at 6 µM | 0.56% of 360,000 active;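 active means activation above the average of all compounds screened plus 3 SD, cutoff fixed separately per campaign, cut at about 7.5% in these data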;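 further: 0% = DMSO wells and 100% = 10 µM SAHA wells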
# hgDAF-12 ag: agonists of H. glycines DAF-12 nuclear receptor; HEK293 GAL4-hgDAF12 UAS-luciferase reporter, agonist luminescence; normalized to butyrate control; activation, % at 6.8 µM; 1.8% of 370,000 active;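 active means activation above a cutoff set at the mean of all screened compounds plus 3 SD, cut at about 10% in these data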;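 further: 0% = DMSO wells and 100% = sodium butyrate wells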
# ssDAF-12 act: S. stercoralis DAF-12 activation, primary screen; HEK293 ssDAF-12/GRIP1 lit1-tk-luc reporter, luminescence; % of 3 µM dafachronic acid response; activation, % at 6.8 µM; 1% of 370,000 active;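 active means activation above the mean over all tested compounds plus 3 SD, cut at about 0.9% in these data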;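 further: 0% = DMSO-only wells and 100% = 3 µM delta7-dafachronic acid wells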
# ADAM10 inh: inhibitors of human ADAM10; O14672; recombinant ADAM10, EDANS/DABCYL FRET peptide cleavage, 3 h; inhibition, % at 7 µM; 0.62% of 370,000 active; AID 720582;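 active means inhibition above a per-campaign cutoff equal to the mean of compounds falling between control-based bounds plus 3 SD, cut at about 20% in these data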;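 further: 0% = DMSO wells while the 100% control is not disclosed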
# Target sequence (O14672 214-748 limits assumed): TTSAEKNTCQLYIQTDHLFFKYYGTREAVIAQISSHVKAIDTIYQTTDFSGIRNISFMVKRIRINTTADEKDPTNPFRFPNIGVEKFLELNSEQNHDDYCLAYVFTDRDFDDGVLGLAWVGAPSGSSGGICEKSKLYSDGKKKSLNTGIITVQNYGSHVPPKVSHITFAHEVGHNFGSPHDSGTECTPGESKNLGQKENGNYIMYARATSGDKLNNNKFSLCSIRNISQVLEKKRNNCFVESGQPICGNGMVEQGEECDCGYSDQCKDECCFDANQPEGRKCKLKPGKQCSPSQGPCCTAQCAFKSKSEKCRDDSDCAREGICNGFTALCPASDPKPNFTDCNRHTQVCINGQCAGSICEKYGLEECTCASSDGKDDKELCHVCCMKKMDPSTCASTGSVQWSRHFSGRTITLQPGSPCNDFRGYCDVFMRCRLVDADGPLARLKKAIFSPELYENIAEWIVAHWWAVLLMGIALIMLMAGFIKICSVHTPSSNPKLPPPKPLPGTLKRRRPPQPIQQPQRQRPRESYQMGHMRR
# NPR1 activator: GC-A (human) enzyme activation. HEK293 GC-A cells, cGMP TR-FRET, EC30 ANP; 0% at EC30 ANP, 100% saturating ANP. AID 1671463. 0.14% of 370,000 active. activation, % at 10 µM. P16066; in the data active means activation above about 40%
# DAX1 inh-1: inhibitors of human orphan nuclear receptor DAX1 (NR0B1); P51843; HEK293 Gal4-DAX1 luciferase reporter, luminescence; inhibition, % at 6.75 µM; 0.99% of 340,000 active; AID 504766;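 active means inhibition above the mean over all tested compounds plus 3 SD, cut at about 4.2% in these data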;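 further: 0% = DAX1-transfected cells with DMSO and 100% = empty-vector control cells with DMSO; inhibition shows as a rise in luminescence from relieved DAX1 repression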
# Target sequence (P51843 207-470 limits assumed): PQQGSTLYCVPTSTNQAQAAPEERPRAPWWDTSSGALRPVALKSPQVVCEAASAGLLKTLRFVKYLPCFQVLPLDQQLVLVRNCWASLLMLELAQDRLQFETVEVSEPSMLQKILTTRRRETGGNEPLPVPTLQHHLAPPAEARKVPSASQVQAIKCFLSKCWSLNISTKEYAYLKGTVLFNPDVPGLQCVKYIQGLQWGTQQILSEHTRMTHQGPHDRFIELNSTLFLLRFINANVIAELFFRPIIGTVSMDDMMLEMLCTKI
# NPR2 activator: GC-B (human) receptor activation; HEK293-GC-B cells, CNP EC30, cGMP TR-FRET; 0% at EC30 CNP, 100% saturating CNP; activation, % at 10 µM; 0.11% of 370,000 active; P20594;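 active means activation at 10 µM reaching about 35% in either raw or pattern-adjusted values, limit read from the data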
# hcDAF12 agonist: activates DAF-12 receptor from parasite H. contortus. 1.4% of 370,000 active. activation, % at 6.8 µM. HEK293 hcDAF-12 lit1-tk-luc reporter, luminescence; 0% DMSO, 100% Δ7-dafachronic acid;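 active means activation above the mean of all tested compounds plus 3 SD, cut at about 5.5% in these data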;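 further: 100% = response to 3 µM Δ7-dafachronic acid high control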
# DAX1 inh-2: inhibitors of DAX1 repression of SF-1 activated StAR promoter; HEK293T StAR-luciferase reporter, SF-1/DAX-1 repression relief; inhibition, % at 6.8 µM; 1.1% of 370,000 active; AID 652010;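 active means inhibition above the mean over all tested compounds plus 3 SD, cut at about 3.6% in these data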;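 further: 0% = DAX-1 cells with DMSO and 100% = cells lacking DAX-1 with DMSO; higher inhibition means more luminescence from relief of DAX-1 repression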
# sPLA2-III inh: Inhibits HGIII-sPLA2 liposome hydrolysis, primary screen; Q9NZ20; inhibition, % at 12.2 µM; AID 743126; QFRET BODIPY PC-A2 liposome hydrolysis, fluorescence; 0.56% of 370,000 active;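 active means inhibition above mean plus 3 SD of compounds lying within the high and low control bounds, cut at about 19% in these data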;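 further: 0% = median of test compound wells and 100% = no enzyme DMSO wells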
# SMARCA2 activ: increases SMARCA2 function in MMTV reporter cells; MG213 cells, MMTV-luciferase reporter, dexamethasone, overnight; activation, % at 9.1 µM; 1% of 370,000 active; AID 652017; in the data active means activation above about 7.8%;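 further: 0% = vehicle wells and 100% = reference activator wells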
# Numbers without * were called inactive; i = inactive; . = not tested or not shown.
SMILES,GAA850 FXN act,hgDAF-12 ag,ssDAF-12 act,ADAM10 inh,NPR1 activator,DAX1 inh-1,NPR2 activator,hcDAF12 agonist,DAX1 inh-2,sPLA2-III inh,SMARCA2 activ
O=c1[nH]c(/C=C\c2cccc(Cl)c2)nc(O)c1[N+](=O)[O-],-0.2,1.6,-0.7,14,1,-0.2,4,0.8,0.0,15,0
Cc1ccccc1CC(=O)N1CCCC(CCC(=O)N2CCN(c3ccccn3)CC2)C1 (configuration not stated),-2.5,-5.6,-1.7,-16,-2,0.7,-3,-1.4,-1.1,3,2
COc1cc(OC)c(C(=O)OCC(=O)c2cc(C)n(CC3CCCO3)c2C)cc1OC (configuration not stated),3.5,-0.8,-2.0,-5,-2,-0.5,8,-2.4,-0.1,0,-2
CCCCC[C@H](O)/C=C/[C@@H]1[C@@H](C/C=C\CCCC(=O)O)[C@@H](O)C[C@H]1O,5.0,-3.5,-0.6,-6,0,-0.4,-4,1.1,0.7,2,-7
Cc1ccc2nc(C)cc(N/N=C/c3cccnc3)c2c1,0.8,2.8,-0.5,-295,-2,0.9,-3,-0.5,-0.7,6,4
CCC(C)(C)NC(=O)CN(C(=O)c1snc(C(N)=O)c1N)c1ccc2c(c1)OCO2,1.4,0.5,-0.3,2,-4,1.4,0,1.4,0.2,-4,0
CC(C)CCNC(=O)C(CC(C)C)N(Cc1ccc2c(c1)OCO2)C(=O)c1snc(C(N)=O)c1N (configuration not stated),-1.9,0.7,-1.5,-29,-9,-0.8,-9,-1.3,-1.0,5,-5
Cc1ccc(C(=O)N2CCC3(CC2)Oc2ccc(F)cc2C(=O)C32CC(c3ccccc3)=NO2)s1 (configuration not stated),-3.0,0.8,-0.9,17,-10,0.7,-8,-2.0,0.2,-6,-1
CCN(CC)S(=O)(=O)c1ccc(S(=O)(=O)NCc2cccs2)cc1,-0.6,1.3,-1.4,-1,-2,-0.4,-2,-1.8,-0.1,-20,-3
CCCC(C(=O)NC1CCCC1)N(C(=O)c1snc(C(N)=O)c1N)c1ccc(F)cc1 (configuration not stated),-0.6,1.3,-1.0,-99,-12,1.0,-5,-1.0,0.2,10,-3
COC(=O)CN(C)C(=O)c1ccc(OC2CCN(S(=O)(=O)N(C)C)CC2)cc1,1.5,3.0,-0.6,-7,-2,0.0,8,0.7,0.3,8,-2
Cc1ccc(S(=O)(=O)c2ccc([N+](=O)[O-])o2)cc1,-15,-1.4,-0.3,-13,24,-4.3,32,2.8,-3.7,5,-12
CC1CCCN(C(=O)CSc2nnc(-c3ccc(S(=O)(=O)N4CCOCC4)cc3)n2C)C1 (configuration not stated),-1.1,0.7,-0.7,-3,1,-0.1,-2,-1.2,0.6,1,-1
Cc1cc(C)c2nc(N3CCCC(C(=O)N4CCN(c5ncccn5)CC4)C3)sc2c1 (configuration not stated),-2.0,2.1,-0.9,2,0,3.2,-6,0.0,-0.1,4,-1
O=C(CC1SC(=Nc2ccccc2)N(CCc2c[nH]c3ccccc23)C1=O)Nc1ccccc1F (configuration not stated),0.8,0.6,0.1,14,-7,-1.0,1,2.2,-1.1,-70,0
Cc1ccc(NS(=O)(=O)c2ccc(NC(=O)C3CC3)cc2)c(C)c1,-1.6,-5.4,-1.7,0,-1,-0.7,7,-3.6,-3.6,-8,-7
Fc1ccc(-n2c(Cc3ccccc3)nnc2SCc2nc(-c3ccc(Cl)cc3)no2)cc1,1.0,-1.0,-1.9,13,-11,-1.3,-2,2.5,-0.2,-24,-4
O=C(NCCc1ccccn1)C1CC(=O)N(Cc2ccccc2Cl)C1 (configuration not stated),0.8,0.8,-0.9,3,1,0.1,2,-1.1,-0.3,0,0
Cc1ccc(S(=O)(=O)CCc2nc3ccccc3n2CCC#N)cc1,-0.1,-1.5,-1.1,-6,-1,-0.5,2,-1.1,-0.2,9,0
CCOC(=O)CNC(=O)c1ccccc1,0.9,-0.7,-1.4,-3,4,-0.3,3,-1.7,0.2,1,-1

# Sorted by length of the SMILES (highest first): part of the list above.
SMILES,GAA850 FXN act,hgDAF-12 ag,ssDAF-12 act,ADAM10 inh,NPR1 activator,DAX1 inh-1,NPR2 activator,hcDAF12 agonist,DAX1 inh-2,sPLA2-III inh,SMARCA2 activ
Cc1ccc(C(=O)N2CCC3(CC2)Oc2ccc(F)cc2C(=O)C32CC(c3ccccc3)=NO2)s1 (configuration not stated),-3.0,0.8,-0.9,17,-10,0.7,-8,-2.0,0.2,-6,-1
Cc1cc(C)c2nc(N3CCCC(C(=O)N4CCN(c5ncccn5)CC4)C3)sc2c1 (configuration not stated),-2.0,2.1,-0.9,2,0,3.2,-6,0.0,-0.1,4,-1
Cc1ccc(S(=O)(=O)c2ccc([N+](=O)[O-])o2)cc1,-15,-1.4,-0.3,-13,24,-4.3,32,2.8,-3.7,5,-12

# The list goes on:
SMILES,GAA850 FXN act,hgDAF-12 ag,ssDAF-12 act,ADAM10 inh,NPR1 activator,DAX1 inh-1,NPR2 activator,hcDAF12 agonist,DAX1 inh-2,sPLA2-III inh,SMARCA2 activ
C/C(=C\c1ccccc1)CN1CCN(c2ccccc2)CC1,-1.0,-1.4,-1.5,1,-3,-0.4,6,-0.8,-0.4,11,-2
Cc1nc(/C=[N+](\[O-])C(C)(C)/C=N/O)n(O)c1C,-2.8,1.2,-1.3,-4,4,0.4,7,-1.7,0.3,8,1
C#CCNC(=O)C1=C[C@@H](c2coc3ccccc3c2=O)C[C@@H](OCc2ccc(CO)cc2)O1,2.3,-0.3,-1.5,-4,-1,0.7,-1,-0.4,1.0,-5,0
CN1CCN(c2cc(N3CCc4ccccc4C3)c(F)cc2[N+](=O)[O-])CC1,-0.6,-2.7,-1.4,-2,10,0.4,0,-2.0,-0.5,11,-3
Cc1ccc(S(=O)(=O)Nc2cccc(-c3ccc(N4CCCCCC4)nn3)c2)c(C)c1,4.6,10,-0.6,11,-5,0.8,-4,1.5,4.1*,-27,5
Nc1ccc2cc3[nH]c4cc(N)ccc4c3nc2c1,12*,35*,3.0*,i,0,-0.9,-4,19*,-2.2,-75,-3
COc1ccc(C2Nc3ccccc3C(=O)N2c2ccccc2)cc1Cn1cc([N+](=O)[O-])cn1 (configuration not stated),4.9,1.8,-0.8,-34,-14,-0.1,-5,-1.1,-0.2,9,-3
O=c1[nH]c2cc3c(cc2cc1CN(Cc1ccco1)C(=S)NCC1CCCO1)OCCO3 (configuration not stated),-0.2,-1.8,-1.5,-246,7,0.9,-1,-1.3,-1.2,-2,-1
O=C(CSc1nnc(CN2CCCCC2)n1-c1ccccc1)c1ccc2c(c1)OCO2,0.6,3.0,-1.8,-1,-11,-1.5,-3,-1.2,0.0,-63,2
C=CCOc1c(Br)cc(/C=N/NC(N)=O)cc1OC,3.5,-0.7,-2.0,-4,-9,1.8,-7,-3.0,-0.4,10,-3
COc1cc(C(=O)N2CCN(Cc3ccc4c(c3)OCO4)CC2)c([N+](=O)[O-])cc1OC,-1.0,-3.2,-0.2,-4,5,0.0,1,-2.0,0.0,4,0
Cc1nn(C)cc1/C=N/NC(=O)Cn1nccc1C,0.8,-0.8,-0.3,-4,-2,-0.3,3,-0.6,0.2,6,0
CCC/C=C1/CCCOC(C(=O)NCc2ccccn2)(C(F)(F)F)C1 (configuration not stated),-2.0,-2.0,-1.1,-2,-2,-0.8,-1,-2.8,-0.7,9,-2
COc1ccc(C(=O)c2ccc(N(C)C)cc2)c2ccccc12,6.3,-2.0,-0.7,10,-3,-0.7,-7,1.1,-0.6,-4,-1
CC(O)CNCCCOc1cccc(C(F)(F)F)c1 (configuration not stated),1.9,-1.5,-1.4,-3,-3,0.8,-1,-1.2,-0.2,2,-4
Cn1nc(C2CC2)cc1NC(=O)C1(C)CCN1C(=O)Cc1ccc(-c2ccccc2)cc1 (configuration not stated),0.1,-5.1,-2.0,2,13,.,2,-2.6,-1.3,-11,-6
COc1ccc(S(=O)(=O)NCC2CCCO2)cc1NC(=O)c1ccccc1F (configuration not stated),0.4,-0.1,-1.1,-6,-1,0.5,-3,1.2,0.0,10,-4
COc1ccc(-c2cc(C(=O)OCC(=O)c3cccc([N+](=O)[O-])c3)c3cc(C)ccc3n2)cc1,-3.2,-1.6,-0.9,-161,0,1.1,2,-1.3,-0.3,15,0
COc1ccc(OC)c(/C=N/NC(=O)CSc2cc(C)nc3c(OC)cccc23)c1,1.8,-3.1,-1.5,-193,39,.,-30,-1.7,-0.1,-10,4
Cc1cc(NC(=O)C(C)SCC(=O)Nc2cc(C(F)(F)F)ccc2N2CCOCC2)no1 (configuration not stated),8.8*,0.7,-0.8,4,-4,0.2,-3,2.3,2.1,-3,-4

# Grouped by structure: the compounds so far with a CF3 group (3)
SMILES,GAA850 FXN act,hgDAF-12 ag,ssDAF-12 act,ADAM10 inh,NPR1 activator,DAX1 inh-1,NPR2 activator,hcDAF12 agonist,DAX1 inh-2,sPLA2-III inh,SMARCA2 activ
CCC/C=C1/CCCOC(C(=O)NCc2ccccn2)(C(F)(F)F)C1 (configuration not stated),-2.0,-2.0,-1.1,-2,-2,-0.8,-1,-2.8,-0.7,9,-2
CC(O)CNCCCOc1cccc(C(F)(F)F)c1 (configuration not stated),1.9,-1.5,-1.4,-3,-3,0.8,-1,-1.2,-0.2,2,-4
Cc1cc(NC(=O)C(C)SCC(=O)Nc2cc(C(F)(F)F)ccc2N2CCOCC2)no1 (configuration not stated),8.8*,0.7,-0.8,4,-4,0.2,-3,2.3,2.1,-3,-4

# Further compounds.
SMILES,GAA850 FXN act,hgDAF-12 ag,ssDAF-12 act,ADAM10 inh,NPR1 activator,DAX1 inh-1,NPR2 activator,hcDAF12 agonist,DAX1 inh-2,sPLA2-III inh,SMARCA2 activ
Cn1c(=O)c2[nH]c(SCc3ccccn3)nc2n(C)c1=S,.,-1.5,0.6,3,1,.,-6,1.9,-0.3,1,2
O=C(CC12CC3CC(CC(C3)C1)C2)NCc1ccc(F)cc1,0.0,1.7,-1.1,-9,-1,-0.3,-2,-0.9,0.0,4,-1
Cc1oc2c(F)c(F)c(F)c(F)c2c1S(=O)(=O)Nc1cccc(C(F)(F)F)c1,-1.1,-2.9,-1.1,16,3,-2.4,3,-3.4,-5.7,-39,-5
Cc1cc(C)cc(NC(=O)[C@@H](NC(=O)c2ccco2)C(C)C)c1,-2.7,2.6,-0.3,4,-3,1.3,-6,-0.2,0.1,3,-4
Cn1cc(C(CC(=O)O)C(=O)O)c2ccccc21 (configuration not stated),0.6,1.2,0.1,-3,0,1.1,-2,4.2,-0.5,2,4
FC(F)C(F)(F)C1=CC(c2ccccc2)=NCCN1,1.1,0.4,-0.7,3,-1,0.0,1,-0.8,0.6,9,0
CCn1c(CNc2ccc(Cl)cc2)nnc1SCC#N,2.8,-3.4,-1.5,3,-1,0.1,0,1.2,-0.2,-1,-2
COC(=O)Nc1ccc(C)c2nsnc12,0.4,-0.6,-0.9,7,-1,0.6,4,0.0,0.3,3,-1
COc1ccc(/C=N/NC(=O)c2cccnc2)cc1CSc1nc2ccccc2s1,-3.7,-1.4,-1.3,4,-24,-3.0,-13,3.7,-3.0,-15,-2
CC(C)CNC(=O)COC(=O)c1c2c(nc3ccccc13)/C(=C/c1cccs1)CC2,-1.5,-2.4,-1.6,-19,15,-0.6,2,0.0,-2.6,-7,1
